HepG2 tox = HepG2 cytotoxicity, counter-screen for TGF-b inhibitors | HepG2 CAGA-GFP viability, ATP luminescence, 18 h | Potency, µM (series often up to 46.1 µM), for the others: at the top dose activity change, negative = cytotoxicity, hits mostly cytotoxic | hit rate 0.76% among 410,000 | AID 588856; note: potency is the fitted concentration of half-maximal effect; some results filed as inactive show a strong effect at the top dose
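HepG2 CAGA-GFP cells (1000/well, DMEM with 1% FBS) received compound, then TGF-beta at 500 pg/mL final, and were incubated 18 hours at 37 degrees C. Viability was read by CellTiter-Glo luminescence. Media-only wells were set as complete cell-killing and DMSO as no toxicity.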
KB-3-1 tox = kills parental KB-3-1 adenocarcinoma cells | KB-3-1 viability, CellTiter-Glo ATP luminescence, 72 h | Potency, µM (titrated, usually from 46.1 µM), inactives show at the top dose activity change, negative = cytotoxic, actives largely listed as cytotoxic | hit rate 1.4% among 400,000 | AID 1347075; note: potency is the fitted concentration of half-maximal effect; % is set by controls: 0 for no effect and ±100 for the full control effect; nearly all actives have a fitted effect of over 60% in size
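Cells are dispensed, compounds pinned in, plates held at 37 °C for 72 h, then CellTiter-Glo is added and luminescence read after 10 minutes. Cell line: parental KB-3-1 in phenol-red-free DMEM, 10% FBS.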
IL-1B inflam inh = inhibitors of inflammasome signaling (IL-1 beta secretion); THP-1 LPS/ATP IL-1B secretion, AlphaLISA, 16 h; active compounds read low; activity change, % at 57.5 µM; hit rate 4.7% among 360,000; AID 743279; in the data active = activity change below about -50%; inconclusive = mostly about -30% to -49%; note: % is set by controls: 0 for no effect and ±100 for the full control effect
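THP-1 cells pretreated 1 hr with compounds (up to 57.5 uM final), then stimulated with LPS (250 ng/mL final) plus ATP (1.25 mM final); secreted IL-1B measured by AlphaLISA after 16 hr, decreased signal indicating inhibition.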
S2 tox = reduces viability in counter-screen for ATXN expression inhibitors; S2 cells (HEK-293 line with an ATXN2-luciferase reporter) viability, CellTiter-Fluor protease fluorescence, 24 h; Potency, µM (top dose mostly 56.7 µM), actives largely listed as cytotoxic; hit rate 0.49% among 400,000; note: potency is the fitted concentration of half-maximal effect; nearly all actives have a fitted effect of over 40% in size
MCF10A rereplic = induces DNA re-replication in MCF 10a normal breast cells; MCF 10A DNA re-replication, Hoechst nuclear intensity, 48 h; Potency, µM (series often up to 46.1 µM), inactives show at the top dose activity, positive = re-replication, hits mostly activators; hit rate 2.9% among 350,000; note: potency is the fitted concentration of half-maximal effect; % of control where 0% means no effect; nearly all actives have a fitted effect of over 50% in size
HT1080 IDH1KD tx = HT-1080 IDH1 knockdown cell toxicity (counter line). HT-1080 IDH1 knockdown viability, ATP luminescence, 48 h. Potency, µM (series often up to 46.1 µM), for the others: top-dose activity, negative = toxicity, actives largely listed as cytotoxic. hit rate 2% among 360,000;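 note: potency is the fitted concentration of half-maximal effect; 0% = DMSO wells and -100% = cell-free medium wells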
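% activity derives from luminescence (CellTiter-Glo), normalised to DMSO and no-cell wells. HT-1080-IDH1KD cells, 750/well, had 48 h compound exposure at 37 °C.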
HT1080-NT tox = kills 2HG-producing HT-1080-NT fibrosarcoma cells. AID 686970. Potency, µM (doses to about 46.1 µM), for the others: top-dose activity, negative = less viability, actives largely listed as cytotoxic. hit rate 1.6% among 360,000. HT-1080-NT fibrosarcoma viability, CellTiter-Glo ATP luminescence, 48 h;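 note: NT is the 2HG producing partner of a matched IDH1 knockdown line; potency is the fitted concentration of half-maximal effect; 0% = DMSO-treated cells and -100% = media-only wells without cells; nearly all actives have a fitted effect of over 55% in size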
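HT-1080-NT fibrosarcoma cells (2HG-overproducing), 750 cells/well in RPMI with 5% FBS, dosed after 2 h and incubated 48 h at 37C. CellTiter-Glo luminescence normalized to DMSO and no-cell wells; concentration-response curves fitted and classed.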
ATXN2 expr inh = ATXN2 expression inhibition. Potency, µM (doses to about 57 µM), inactives show at the highest dose activity change, negative = inhibition, actives largely listed as inhibitors. HEK-293 ATXN2-luciferase reporter, luminescence, 24 h. hit rate 0.72% among 360,000. AID 1745845; note: potency is the fitted concentration of half-maximal effect; % is set by controls: 0 for no effect and ±100 for the full control effect; nearly all actives have a fitted effect of over 55% in size
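ATXN2-luciferase reporter cells (luciferase flanked by upstream and downstream ATXN2 gene portions) were treated 24 h at 37 °C with compounds at up to 57 uM. SteadyGlo luminescence gave expression; GF-AFC fluorescence gave viability.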
SW480 rerep = induces DNA re-replication in SW480 colon adenocarcinoma cells; hit rate 1.8% among 340,000; Potency, µM (doses to about 46.1 µM), inactives show at the highest dose re-replication activation, actives largely listed as activators; SW480 DNA re-replication, Hoechst DNA content imaging, 48 h; note: potency is the fitted concentration of half-maximal effect; % of control where 0% means no effect; nearly all actives have a fitted effect of over 55% in size
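Compounds, transferred as 23 nL by pin tool, were incubated with cells for 48 hr; DNA content per nucleus was then quantified by Hoechst staining and fluorescence plate imaging.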
An asterisk follows results filed as active; [ ] = remark or other dose. Unless noted, calls come from the whole dose curve; as a rule, active = well fitted curve in the direction sought with a large enough effect; inconclusive = small, poorly fitted or top-dose-only effect, or another doubt; inactive = no such curve, though single readings can be large; an effect the other way counts as inactive or inconclusive. An unsorted share of the library; about 8.9% have a hit in one of these screens.

For CC1=NN(C(=O)c2ccc(Br)cc2)C(O)(C(F)(F)OC(F)(F)F)C1 (stereo not given) the results were HepG2 tox -60%, KB-3-1 tox -16%, IL-1B inflam inh -55*, S2 tox inactive, MCF10A rereplic inconclusive, HT1080 IDH1KD tx -11%, HT1080-NT tox -1%, ATXN2 expr inh -8% and SW480 rerep -3%.
COc1cc(NC(=S)NCCSc2ccc(C)cc2)cc(OC)c1 was read as HepG2 tox -9%, KB-3-1 tox 3%, IL-1B inflam inh -17, S2 tox inactive, MCF10A rereplic -2%, HT1080 IDH1KD tx 2%, HT1080-NT tox 20%, ATXN2 expr inh 10% and SW480 rerep -10%.
For CCOc1ccc(-n2cnc3scc(-c4ccc(OC)c(OC)c4)c3c2=O)cc1 the results were HepG2 tox -30%, KB-3-1 tox -2%, IL-1B inflam inh inconclusive, S2 tox inactive, MCF10A rereplic -1%, HT1080 IDH1KD tx -12%, HT1080-NT tox -11%, ATXN2 expr inh -26% and SW480 rerep 0%.
For CCOC(=O)C(=O)NCC1CCCN1S(=O)(=O)c1cccs1 (stereo not given) the results were HepG2 tox -67%, KB-3-1 tox 0%, IL-1B inflam inh 13, S2 tox inactive, HT1080 IDH1KD tx 1% and HT1080-NT tox 0%.
For Cc1cc(=O)c(C(=O)O)nn1-c1ccc(Cl)cc1 the results were HepG2 tox 5%, KB-3-1 tox 0%, IL-1B inflam inh 5, S2 tox inactive, MCF10A rereplic 1%, HT1080 IDH1KD tx 11%, HT1080-NT tox 12% and SW480 rerep 9%.
CCOC(=O)c1c(S(=O)(=O)N2CCN(c3cc(Cl)ccc3C)CC2)c(C)n(C)c1C was read as HepG2 tox -68%, KB-3-1 tox 0%, S2 tox inactive and ATXN2 expr inh -20%.
For Cc1cc(=O)oc2cc(OCc3ccc(C(=O)N4CCN(c5ccccc5)CC4)cc3)ccc12 the results were HepG2 tox -3%, KB-3-1 tox 0%, IL-1B inflam inh -7, S2 tox inactive, MCF10A rereplic inconclusive, HT1080 IDH1KD tx -1%, HT1080-NT tox -9%, ATXN2 expr inh 3% and SW480 rerep 0%.
`COc1ccccc1CN1COc2ccc3c(oc(=O)c4ccccc43)c2C1` gave HepG2 tox -24%, KB-3-1 tox -12%, S2 tox inactive and ATXN2 expr inh -20%.
Screening COc1ccc(Cn2c(=S)[nH]c3ccccc32)cc1 returned HepG2 tox -4%, KB-3-1 tox 9%, IL-1B inflam inh 10, S2 tox inactive, MCF10A rereplic -3%, HT1080 IDH1KD tx -15%, HT1080-NT tox -3%, ATXN2 expr inh 22%[11.3 µM] and SW480 rerep 19%.
For Cc1cccc(NC(=O)C2(C)Cc3ccccc3C(=O)O2)c1 (stereo not given) the results were HepG2 tox -3%, KB-3-1 tox 8%, S2 tox inactive and ATXN2 expr inh 10%.
O=C(Nc1ccc2c(c1)OCCO2)c1[nH]c(C(F)(F)F)nc1-c1ccccc1 was read as HepG2 tox -9%, KB-3-1 tox 0%, IL-1B inflam inh 41, S2 tox inactive, HT1080 IDH1KD tx inconclusive, HT1080-NT tox inconclusive and ATXN2 expr inh 0%.
For CCOC(=O)c1ccc(N2C(=O)c3n[nH]c(-c4ccco4)c3C2c2ccc(O)c(OCC)c2)cc1 (stereo not given) the results were HepG2 tox -61%, KB-3-1 tox -6%, S2 tox inconclusive and ATXN2 expr inh inconclusive.
O=C(Nc1ccc(F)cc1)C1CCCN(S(=O)(=O)c2cccc3nonc23)C1 (stereo not given) was read as HepG2 tox -2%, KB-3-1 tox 0%, IL-1B inflam inh 0, S2 tox inactive, MCF10A rereplic 0%, HT1080 IDH1KD tx -14%, HT1080-NT tox -7%, ATXN2 expr inh 4% and SW480 rerep 4%.
For O=C(c1ccc(Cl)cc1)N1CCN(c2ccc(F)cc2)CC1 the results were HepG2 tox -38%, KB-3-1 tox -2%, IL-1B inflam inh -28, S2 tox inactive, MCF10A rereplic 5%, HT1080 IDH1KD tx 13%, HT1080-NT tox -2%, ATXN2 expr inh 4% and SW480 rerep -7%.
Screening Cc1nc(NC(=O)/C=C/c2ccccc2)sc1C(=O)N(C)C returned HepG2 tox 1%, KB-3-1 tox 11%, IL-1B inflam inh -18, S2 tox inactive, MCF10A rereplic 11%, HT1080 IDH1KD tx -3%, HT1080-NT tox 8%, ATXN2 expr inh 40%[activator] and SW480 rerep -2%.
CCC1Oc2ccc(C)cc2N(CC(=O)NCCCN2CCCCC2CC)C1=O (stereo not given) was read as HepG2 tox -26%, KB-3-1 tox -6%, IL-1B inflam inh 7, S2 tox inactive, MCF10A rereplic 2%, HT1080 IDH1KD tx -9%, HT1080-NT tox 6%[9.24 µM], ATXN2 expr inh -8% and SW480 rerep 0%.
COCCOC(=O)C1=C(C)NC2(O)c3ccccc3C(=O)C12O (stereo not given) was read as HepG2 tox 7%, KB-3-1 tox -8%, IL-1B inflam inh -2, S2 tox inactive, MCF10A rereplic inconclusive, HT1080 IDH1KD tx 12%, HT1080-NT tox 13%, ATXN2 expr inh -15% and SW480 rerep inconclusive.
For COC(=O)C1CC(=O)c2ccsc2C1 (stereo not given) the results were HepG2 tox 10%, KB-3-1 tox 1%, IL-1B inflam inh 12, S2 tox inconclusive, MCF10A rereplic -3%, HT1080 IDH1KD tx 18%, HT1080-NT tox 6%, ATXN2 expr inh -2% and SW480 rerep -3%.
`CC(C(=O)Nc1ccccc1Br)N1c2cccc3cccc(c23)S1(=O)=O` (stereo not given) gave HepG2 tox -2%, KB-3-1 tox -1%, IL-1B inflam inh -11, S2 tox inactive, MCF10A rereplic 19%, HT1080 IDH1KD tx inconclusive, HT1080-NT tox -19%, ATXN2 expr inh -12% and SW480 rerep 7%.
`O=C(CNC(=O)c1ccc(Cl)cc1Cl)NCC1CCCO1` (stereo not given) gave HepG2 tox 8%, KB-3-1 tox 7%, IL-1B inflam inh -2, S2 tox inactive, MCF10A rereplic -1%, HT1080 IDH1KD tx 0%, HT1080-NT tox 14%, ATXN2 expr inh 8% and SW480 rerep -7%.
`CC1CCCCC1NC(=O)COC(=O)c1ccc([N+](=O)[O-])o1` (stereo not given) gave HepG2 tox -8%, KB-3-1 tox 4%, IL-1B inflam inh 12, S2 tox inactive, MCF10A rereplic 0%, HT1080 IDH1KD tx 2%, HT1080-NT tox 7%, ATXN2 expr inh -15% and SW480 rerep -33%[inhibitor].
For Cn1c(=O)[nH]c(=O)c2c1nc(N/N=C/c1ccncc1)n2Cc1ccc(Cl)cc1 the results were HepG2 tox 6%, KB-3-1 tox 0%, IL-1B inflam inh 40, S2 tox inactive, MCF10A rereplic 8%, HT1080 IDH1KD tx 2%, HT1080-NT tox 2%, ATXN2 expr inh 26% and SW480 rerep -14%.
`Nc1ccc(Nc2ccc([N+](=O)[O-])cc2[N+](=O)[O-])cc1` gave HepG2 tox 1%, KB-3-1 tox -4%, IL-1B inflam inh -25, S2 tox inactive, MCF10A rereplic -4%, HT1080 IDH1KD tx -7%, HT1080-NT tox -9%, ATXN2 expr inh -4% and SW480 rerep inconclusive.
Cc1ccc(NC(=S)N(Cc2ccco2)C2CCN(C(C)C)CC2)cc1 was read as HepG2 tox -1%, KB-3-1 tox -1%, IL-1B inflam inh -12, S2 tox inactive, MCF10A rereplic -10%, HT1080 IDH1KD tx -1%, HT1080-NT tox 9%, ATXN2 expr inh -3% and SW480 rerep 2%.
`Fc1ccc(CSc2nnc3ccccn23)c(Cl)c1` gave HepG2 tox 3%, KB-3-1 tox 13%, IL-1B inflam inh -1, S2 tox inactive, MCF10A rereplic -3%, HT1080 IDH1KD tx 0%, HT1080-NT tox 2%, ATXN2 expr inh 42%[activator] and SW480 rerep inconclusive.
Screening COc1ccc(N(Cc2nnc3n2CCCCC3)C(=O)Nc2cccc(C)c2)cc1Cl returned HepG2 tox -6%, KB-3-1 tox 4%, S2 tox inactive and ATXN2 expr inh 8%.
For O=C(CCCOc1ccc(Cl)cc1Cl)NCCCn1ccnc1 the results were HepG2 tox -5%, KB-3-1 tox 1%, IL-1B inflam inh 7, S2 tox inactive, MCF10A rereplic 1%, HT1080 IDH1KD tx -2%, HT1080-NT tox 1%, ATXN2 expr inh -11% and SW480 rerep -5%.
Screening CN(C)C(=O)Nc1ccc(Cl)c(Cl)c1 returned S2 tox inactive, MCF10A rereplic 1%, ATXN2 expr inh 3% and SW480 rerep 1%.

Arranged by formula weight (largest number first): some entries from above
Screening COc1ccc(N(Cc2nnc3n2CCCCC3)C(=O)Nc2cccc(C)c2)cc1Cl returned HepG2 tox -6%, KB-3-1 tox 4%, S2 tox inactive and ATXN2 expr inh 8%.
Cc1ccc(NC(=S)N(Cc2ccco2)C2CCN(C(C)C)CC2)cc1 was read as HepG2 tox -1%, KB-3-1 tox -1%, IL-1B inflam inh -12, S2 tox inactive, MCF10A rereplic -10%, HT1080 IDH1KD tx -1%, HT1080-NT tox 9%, ATXN2 expr inh -3% and SW480 rerep 2%.
`CC1CCCCC1NC(=O)COC(=O)c1ccc([N+](=O)[O-])o1` (stereo not given) gave HepG2 tox -8%, KB-3-1 tox 4%, IL-1B inflam inh 12, S2 tox inactive, MCF10A rereplic 0%, HT1080 IDH1KD tx 2%, HT1080-NT tox 7%, ATXN2 expr inh -15% and SW480 rerep -33%[inhibitor].
`Fc1ccc(CSc2nnc3ccccn23)c(Cl)c1` gave HepG2 tox 3%, KB-3-1 tox 13%, IL-1B inflam inh -1, S2 tox inactive, MCF10A rereplic -3%, HT1080 IDH1KD tx 0%, HT1080-NT tox 2%, ATXN2 expr inh 42%[activator] and SW480 rerep inconclusive.

Screening data deposited in PubChem by National Center for Advancing Translational Sciences (NCATS).
